12-hLO inh = qHTS Assay for Inhibitors of 12-hLO (12-human lipoxygenase); Polyunsaturated fatty acid lipoxygenase ALOX12 (Homo sapiens), P18054; purified 12-hLO, xylenol orange hydroperoxide absorbance; Potency, µM (top dose mostly 57.1 µM), for the others: top-dose activity change, negative = inhibition, usual class: inhibitors; 150,000 tested, 0.12% active; AID 1452, 2008; note: potency is the fitted concentration of half-maximal effect; nearly all actives have a fitted effect of over 55% in size; many of its hits are not listed in these tables
Target sequence (P18054 whole entry, looked up): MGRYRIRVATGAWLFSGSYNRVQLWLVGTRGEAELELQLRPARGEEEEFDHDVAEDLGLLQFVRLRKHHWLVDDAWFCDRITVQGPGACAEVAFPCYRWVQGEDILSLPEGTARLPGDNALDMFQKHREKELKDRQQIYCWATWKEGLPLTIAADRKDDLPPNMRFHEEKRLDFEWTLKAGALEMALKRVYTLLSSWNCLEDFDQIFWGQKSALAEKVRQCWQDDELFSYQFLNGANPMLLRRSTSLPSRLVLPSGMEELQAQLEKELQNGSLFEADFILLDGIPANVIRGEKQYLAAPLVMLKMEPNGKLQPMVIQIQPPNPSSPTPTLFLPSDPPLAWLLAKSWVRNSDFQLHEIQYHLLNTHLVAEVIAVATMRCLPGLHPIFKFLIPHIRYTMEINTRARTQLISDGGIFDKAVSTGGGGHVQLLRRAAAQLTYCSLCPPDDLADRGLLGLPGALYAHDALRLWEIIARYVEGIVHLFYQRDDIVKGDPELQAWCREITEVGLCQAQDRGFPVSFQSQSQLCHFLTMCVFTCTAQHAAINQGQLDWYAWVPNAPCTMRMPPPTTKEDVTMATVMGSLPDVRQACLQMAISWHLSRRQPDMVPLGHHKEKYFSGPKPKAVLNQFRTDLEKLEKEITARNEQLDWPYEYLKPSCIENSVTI
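Purified human 12hLO (150 nM), preincubated 15 min with compound, then 40 uM arachidonic acid for 30 min, room temperature, Hepes pH 7.0 with 0.01% Triton X-100. Hydroperoxide detected by ferrous iron/xylenol orange; 573/405 nm absorbance ratio gives reaction progress.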
PNC inhibitor = High Content Assay for Compounds that inhibit the Assembly of the Perinucleolar Compartment | PC3M PTB-GFP, PNC prevalence imaging, 16 h; stronger effect = lower value | activity change (PNC), negative = inhibition, % at 10 µM | 140,000 tested, 3.1% active;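 active = readout at or below -70, meaning at least 70% loss of cells showing the perinucleolar compartment, a nuclear body marking cancer cells; inconclusive = readout between -30 and a set limit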;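 note: plate controls were DMSO wells for no effect and camptothecin positive control wells for full effect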
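Read-out is percentage of cells bearing a perinucleolar compartment, from automated 20x imaging of fixed, Hoechst-stained PC3M PTB-GFP cells. Cells were seeded 4 h, then exposed 16 h to compound (23 nl of library stock) in duplicate plates.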
IMPase inh = qHTS Assay for Identifying the Cell-Membrane Permeable IMPase Inhibitors | inhibition (IP1 accumulation), % at 46.1 µM | 120,000 tested, under 10 active | CHO-M1 cells, IP1 accumulation, HTRF TR-FRET ratio; active = well fitted curve in the direction sought with a large enough effect in the signal ratio, not every such curve was filed as active; inconclusive = small, poorly fitted or top-dose-only effect, or a change in a side signal; inactive = no such curve, though single readings can be large or run the other way; the % refers to the signal ratio;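 note: cells stimulated with carbachol in lithium chloride buffer; plate controls were DMSO basal wells for no effect and reference inhibitor wells for full effect; higher means more IMPase inhibition seen as more IP1 and lower FRET ratio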
Target sequence (P97697 whole entry, looked up): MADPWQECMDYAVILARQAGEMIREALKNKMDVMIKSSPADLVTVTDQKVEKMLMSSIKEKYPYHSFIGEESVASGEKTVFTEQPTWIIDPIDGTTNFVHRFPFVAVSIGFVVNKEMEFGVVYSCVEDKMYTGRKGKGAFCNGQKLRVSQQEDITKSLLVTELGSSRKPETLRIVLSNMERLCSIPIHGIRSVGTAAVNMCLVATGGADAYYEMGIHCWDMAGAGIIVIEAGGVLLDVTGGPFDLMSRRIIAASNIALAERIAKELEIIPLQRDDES
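The IP-One HTRF competitive assay in carbachol-stimulated CHO-M1 cells quantifies cellular IP1. Compounds spanned up to 46 uM final, and activity is expressed as AC50 from concentration-response fits of the ratio and donor data.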
15-hLO-2 inh = qHTS Assay for Inhibitors of 15-hLO-2 (15-human lipoxygenase 2). purified 15hLO-2, xylenol orange hydroperoxide absorbance. 110,000 tested, 0.56% active. Polyunsaturated fatty acid lipoxygenase ALOX15B (Homo sapiens), O15296. Potency, µM (titrated, usually from 57.1 µM), for the others: at the top dose activity change, negative = inhibition, usual class: inhibitors; note: potency is the fitted concentration of half-maximal effect; nearly all actives have a fitted effect of over 60% in size; many of its hits are not listed in these tables
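Screening format was qHTS against 50 nM purified 15hLO-2 in Hepes pH 7.5 with detergent. Activity follows hydroperoxide formation from 45 uM arachidonic acid, measured as 573:405 nm absorbance ratio of the ferric-xylenol orange complex.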
* = called active by the depositor; ? = inconclusive; / = no result given; & = joins results of further samples; [ ] = dose if it differs, or a comment. Unless noted, calls come from the whole dose curve; as a rule, active = well fitted curve in the direction sought with a large enough effect; inconclusive = small, poorly fitted or top-dose-only effect, or another doubt; inactive = no such curve, though single readings can be large; an effect the other way counts as inactive or inconclusive. Unless noted, % is set by controls: 0 for no effect and ±100 for the full control effect. Not all compounds are listed; rates above refer to the full screens.

SMILES	12-hLO inh	PNC inhibitor	IMPase inh	15-hLO-2 inh
CCC(=O)NC(c1ccc([N+](=O)[O-])cc1)c1c(O)ccc2ccccc12 (stereo not given)	-1%	24	27	-12%
COC(=O)CNc1ccc2c(c1)OCO2	-14%	-2	8	/
COC(=O)Nc1ccc2c(c1)N(C(=O)CCN1CCOCC1)c1ccccc1S2	-3%	21	22	2%
CC(OC(=O)c1ccccc1NS(=O)(=O)c1cccc(C(F)(F)F)c1)C(=O)N(C)Cc1ccccc1 (stereo not given)	-1%	27	2	/
Cc1cccc(-c2nc(CS(=O)CC(=O)NCc3cccs3)c(C)o2)c1 (stereo not given)	2%	7	-2	0%
CC1=CC2=NC(=O)/C(=C\c3ccc(-c4cccc(Cl)c4)o3)C(=N)N2O1	0%	-25	/	/
CCN(CC)C(=O)CN(c1cc2c(cc1OC)oc1ccccc12)S(=O)(=O)c1ccc(C)cc1	-8%	-5	17	-1%
CC(=O)OCn1nnc2ccccc2c1=O	18%	31	3	/
COC(=O)CSc1nsc(SCC(=O)OC)n1	-1%	?	12	1%
CC(=O)c1cc(Cc2csc(C(C)=O)c2)cs1	-4%	-100*	-7	4%
O=C(CN1C(=O)NC2(CCCC2)C1=O)Nc1nc(-c2ccc(F)cc2)cs1	0%	-1	5	-4%
O=C(c1ccccc1)N(Cc1ccccc1)c1ccccn1	-4%	-19	2	0%
CCOc1cccc(NC(=O)C2CC(=O)N(C)C(=Nc3cccc(F)c3)S2)c1 (stereo not given)	-19%	24	1	16%
O=C(O)c1cc2n(n1)C(C(F)(F)F)CC(c1ccco1)N2 (stereo not given)	-4%	-13	7	-1%
CN(C)c1cccc2c(S(=O)(=O)N3CCOCC3)cccc12	0%	23	-6	3%
Cn1c(=O)cc(SCC(=O)NCCCN2CCOCC2)c2ccc(Cl)cc21	0%	-2	?	8%
O=c1/c(=C/c2ccccn2)sc2nc3ccccc3n12	-2%	-20	?	-13%
CCOc1nc(-c2ccccc2)ccc1-c1noc(COc2ccccc2)n1	-9%	?	-13	21%
COc1ccc(C)cc1S(=O)(=O)Nc1cccc(Cl)c1	-12%	5	3	-9%
COc1ccc(Oc2nnc(-c3ccc(C)cc3)c3ccccc23)cc1	-7%	?	-1	-12%

Structural class: the entries above with two or more sulfur atoms.
SMILES	12-hLO inh	PNC inhibitor	IMPase inh	15-hLO-2 inh
Cc1cccc(-c2nc(CS(=O)CC(=O)NCc3cccs3)c(C)o2)c1 (stereo not given)	2%	7	-2	0%
COC(=O)CSc1nsc(SCC(=O)OC)n1	-1%	?	12	1%
CC(=O)c1cc(Cc2csc(C(C)=O)c2)cs1	-4%	-100*	-7	4%

4 of the compounds above, with values under each structure:
Values in the order: 12-hLO inh	PNC inhibitor	IMPase inh	15-hLO-2 inh
COc1ccc(C)cc1S(=O)(=O)Nc1cccc(Cl)c1
→ -12%	5	3	-9%
O=C(O)c1cc2n(n1)C(C(F)(F)F)CC(c1ccco1)N2 (stereo not given)
→ -4%	-13	7	-1%
COc1ccc(Oc2nnc(-c3ccc(C)cc3)c3ccccc23)cc1
→ -7%	?	-1	-12%
O=C(CN1C(=O)NC2(CCCC2)C1=O)Nc1nc(-c2ccc(F)cc2)cs1
→ 0%	-1	5	-4%

Next part.
SMILES	12-hLO inh	PNC inhibitor	IMPase inh	15-hLO-2 inh
CCC(c1nnnn1C1CCCC1)N1CCN(c2ccccc2F)CC1 (stereo not given)	0%	-15	10	2%
Cn1c(=O)[nH]c2sc3c(c2c1=O)CC(C)(C)OC3	-1%	?	-1	0%
O=C(NCc1cccnc1)c1c[nH]c2cc3c(cc2c1=O)OCCO3	2%	-14	13	-3%
COc1cc(Cl)c(C)cc1NC(=O)COC(=O)/C=C/c1c(C)nn(C2CCS(=O)(=O)C2)c1Cl (stereo not given)	-5%	42	-3	5%
CCN(CC(=O)O)CC(=O)O	3%[11.4 µM]	/	/	5%[11.4 µM]
CC(C)(C)C(=O)Nc1sc2c(c1-c1nc3ccccc3[nH]1)CCCC2	-2%	17	-4	22%
CC(C)(C)c1nn(-c2ccccc2)c2nc(Cl)c(C=O)cc12	-7%	-2	-2	-8%
Cc1nc(SCC(=O)Nc2cc(Cl)ccc2[N+](=O)[O-])nc(C)c1C	-5%	38	/	/
Nc1ccccc1CCCC(=O)O	1%[11.4 µM]	/	/	5%[11.4 µM]
Cc1ccc(Sc2c([N+](=O)[O-])ncn2C)cc1	-2%	70	2	-11%
N#Cc1ccc(-c2ccc(OCC(=O)NCCc3ccccc3)cc2)cc1	-1%	?	1	/
Cc1ccc(C(=O)/C=C\NCc2ccccc2)cc1	-6%	?	/	/
c1ccc2[nH]c(-c3ccnc4ccccc34)nc2c1	1%&-22%	-5&18	0&-8	?
CCn1ncc(CN2CCN(C(=O)Nc3ccccc3C(=O)OC)CC2)c1C	0%	36	3	3%
CCCSc1nsc(SCCC)c1C#N	-3%	29	5	3%
CCC(CO)NCc1ccc(-c2ccccc2)cc1 (stereo not given)	17%	-6	0	/
CCOC(=O)N1CCC(NC(=O)C(NS(=O)(=O)c2ccc3c(c2)CCN3C(C)=O)C(C)C)CC1 (stereo not given)	-2%	?	27	2%
CCOc1ccc(NC(=O)c2cccs2)c([N+](=O)[O-])c1	-3%	?	-1	-6%
CCOC(=O)c1c(C)[nH]c(C(=O)COC(=O)/C=C/c2ccc3c(c2)OCO3)c1C	2%	14	-7	/
OC1C[N+]2(CCCCC2)C1	5%	-10	-3	2%
COC(=O)C(Cc1cncn1COCc1ccccc1)NC(=O)OC(C)(C)C (stereo not given)	-1%	12	4	40%[activator]
CC1CCc2nc(NC(=O)Cc3cccs3)sc2C1 (stereo not given)	-8%	?	3	12%
COCc1cc(C)[nH]c(=O)c1C#N	1%	-17	-1	0%
O=C1c2cccc([N+](=O)[O-])c2C(=O)N1c1ccccc1	1%	?	/	/
CS(=O)(=O)N1CCC2(CCCN(C(c3ccccc3)c3ccccc3)C2)CC1	-1%	/	/	-4%
COc1ccc(N(C(=O)Cc2cccs2)C(C(=O)NC2CCCCC2)c2cccn2C)cc1OC (stereo not given)	-2%	-116*	/	/
CC1Cc2ccccc2N1C(=O)C12CCC(C)(C(=O)C1)C2(C)C (stereo not given)	0%	?	2	7%[2.29 µM]
O=C(NCCO)c1nc(NCCO)c2ccccc2n1	3%	20	-3	2%
CCCCN(CC)CCCNC(=O)CS(=O)(=O)Cc1nc(-c2cccc(OC)c2)oc1C	5%	-23	1	11%
CCCCSc1nnc(-c2c[nH]c3ccccc23)n1C	3%	?	8	-1%

Some of the entries so far, with bars between the fields:
Compound | 12-hLO inh | PNC inhibitor | IMPase inh | 15-hLO-2 inh
CCCCN(CC)CCCNC(=O)CS(=O)(=O)Cc1nc(-c2cccc(OC)c2)oc1C | 5% | -23 | 1 | 11%
COc1ccc(N(C(=O)Cc2cccs2)C(C(=O)NC2CCCCC2)c2cccn2C)cc1OC (stereo not given) | -2% | -116* | / | /

Following part
SMILES	12-hLO inh	PNC inhibitor	IMPase inh	15-hLO-2 inh
NS(=O)(=O)c1ccc(CCNc2nc(CN3CCCCC3)nc3sc4c(c23)CCC4)cc1	-1%	39	?	42%[activator]
O=C(COc1ccc(S(=O)(=O)NC2CCCCC2)cc1Cl)NCc1ccc2c(c1)OCO2	-6%	2	-1	-6%
O=C(Nc1ccc(Cl)cc1F)c1cc(S(=O)(=O)N2CCCCC2)ccc1F	-2%	23	/	/
Cn1c(N)c(C#N)c2c(c1=S)CSC(C)(C)C2	-11%	?	-1	-21%
Cc1ccc(C(=O)Nc2ccc(Cl)cn2)cc1	0%	-25	-10	-6%
COc1ccc(/C=C2\CCc3ccccc3C2=O)cc1Cn1cccn1	-15%	22	9	4%
O=C(O)c1cccc(NC(=O)c2ccc3c(c2)C(=O)N(CC2CCCO2)C3=O)c1 (stereo not given)	-6%	?	-7	10%
Nc1nc(NC(=O)Cc2ccccc2)nn1-c1ccccc1	0%	9	-2	6%
CN(Cc1ccccc1)c1nc2c(c(=O)[nH]c(=O)n2C)n1CCOc1ccccc1	-8%	33	8	-19%
CCN(CC)CCNS(=O)(=O)c1ccc2[nH]cc(C(=O)O)c(=O)c2c1	1%	30	-2	0%
CCOCCCN(CCC#N)S(=O)(=O)c1ccc(S(=O)(=O)N2CCCC2)cc1	2%	22	8	2%
O=C(CCS(=O)(=O)c1ccc(Br)cc1)NC1CCCC1	-2%	63	-5	-2%
Cc1ccnc(SCC(=O)O)n1	-4%	?	2	-2%
COc1ccccc1NC(=O)NCCCl	5%	?	?	/
Cc1ccc(OCC(=O)N/N=C/c2cccn2C)cc1	7%	-24	-8	/
CC(NC(=O)c1ccccc1F)C(=O)O (stereo not given)	-4%	67	-4	-1%
Cc1ccc(NC(=O)c2ccc(NCC3CCCO3)c([N+](=O)[O-])c2)cc1Cl (stereo not given)	-16%	?	8	?
CCc1nnc(NC(=O)C2CC(=O)N(c3ccc4c(c3)OCCO4)C2)s1 (stereo not given)	2%	-107*	-2	/
CCC1CSC(Nc2ccc(C(=O)/C=C/c3ccc(Br)cc3)cc2)=N1 (stereo not given)	0%	-103*	/	/
O=C1CCC2(C(=O)O)Sc3ccccc3N12 (stereo not given)	2%	12	3	3%
CC(CC(=O)NC(C)c1ccc2c(c1)OCCO2)c1ccccc1 (stereo not given)	1%	6	/	/
O=[N+]([O-])/C=C/c1cn(Cc2ccc(Cl)cc2)c2ccccc12	?	97	/	/
COCCn1c(SCC(=O)N(C(C)C)C(C)C)nnc1-c1cc2ccccc2cc1O	4%	17	7	-29%
Cn1c(=O)c(-[n+]2ccccc2)c([O-])c2ccccc21	-2%	5	-6	4%
Fc1ccccc1NC(=S)N1CCN(C/C=C/c2ccccc2)CC1	2%	-8	/	/
Cc1cccc(S(=O)(=O)C(C#N)c2nc3ccccc3nc2N2CC(C)OC(C)C2)c1 (stereo not given)	-14%	?	-10	?
O=S(=O)(c1ccccc1)n1c(C(O)c2ccccn2)cc2ccccc21 (stereo not given)	0%	25	/	/
Cc1ccc(S(=O)(=O)N(CC(O)CN2C(=O)NC(C)(C)C2=O)c2ccccc2)cc1 (stereo not given)	-6%	38	18	-6%
CCOc1ccccc1N1CCN(Cc2ccco2)CC1	-2%	?	13	0%
Cc1ccc2cc(CN(Cc3ccco3)S(=O)(=O)c3c(C)ccc4nsnc34)c(=O)[nH]c2c1	-16%	38	2	-9%
COc1cccc(N(C(=O)Cn2nnc(-c3cccs3)n2)C(C(=O)NC(C)C)c2ccc(C)o2)c1 (stereo not given)	13%	35	10	1%
CSc1nc2nc3c(c(=O)n2[nH]1)CN(Cc1ccccc1)CC3	-3%	-4	0	3%
COc1cc(S(=O)(=O)NCC2CCCO2)ccc1Br (stereo not given)	8%	-112*	5	-3%
CCN(CC)S(=O)(=O)c1ccc(N2CCOCC2)c(NC(=O)Cc2ccccc2F)c1	-4%	60	/	/
Fc1ccc(NC(=S)N2CCCC2)cc1Cl	2%	-7	/	/
CCOc1ccc(OCC)c(NC(=O)CN(C)S(=O)(=O)c2cnc[nH]2)c1	-6%	45	0	-11%
CC1CCN(C(=O)Cc2nn(C)c(=O)c3ccccc23)CC1	5%	?	0	7%
COc1ccc(/C(C)=C2\SC(=S)N(CCC(=O)O)C2=O)cc1	-13%	21	-3	-22%
CCOC(=O)C(=CNc1ccc(NC2=NCC(C)S2)cc1)C(=O)OCC (stereo not given)	-1%	?	/	/
COC(=O)c1c(NC(=O)/C=C/c2ccc3c(c2)OCO3)sc(C)c1C	-1%	-24	12	/
CCC(C)c1ccccc1NC(=O)c1cccnc1 (stereo not given)	-3%	50	-2	-2%
Fc1ccc(CNCc2cccc(Br)c2)cc1	1%	?	/	/
COc1ccccc1NCCC#N	4%	-9	5	-4%
Cc1onc(-c2ccccc2Cl)c1C(=O)NCc1nc(-c2ccccc2)no1	-3%	?	14	-2%

Assay outcomes from PubChem BioAssay.
